Growth percent in the NCI-60 one-dose screen (48 h, 10 µM unless noted): 100 = growth as untreated, 0 = no growth, -100 = all killed.
HL-60(TB) – HL-60(TB) leukemia cells | hit rate 9% among 78,000; active = growth percent below 10
* = called active by the depositor; & = joins results of further samples; [ ] = dose if it differs, or a comment.

SMILES	HL-60(TB)
O=C(c1ccccc1)c1c(/C=C/c2ccccc2)nc2ccccc2c1/C=C/c1ccc(Cl)cc1	110.1
C=C(C)[C@@H]1CC[C@]2(C(N)=O)CC[C@]3(C)[C@H](CC[C@@H]4[C@@]5(C)C/C(=C/c6ccccn6)C(=O)C(C)(C)[C@@H]5CC[C@]43C)[C@@H]12	26.5
O=C(O)CSCC(=O)O	116.0
O=C(O)CCCNC(=O)c1nc(-c2ccccc2)n(-c2ccccc2)n1	92.5
O=C(Nc1ccc(Cl)c(C(F)(F)F)c1)Nc1ccc2c(ccn2C(=O)c2cccc(F)c2)c1	24.7
COc1ccc(C(=O)C[n+]2cccc3cc[nH]c32)cc1OC	97.6
COc1ccc(Cn2cc3c(c2-c2ccccc2)CCc2c(CN4CCCC4)noc2-3)cc1	47.4
COC(=N)CCCCC(=N)OC	112.1
CC1CCC(C(O)(C(=O)c2ccccc2)c2ccccc2)C(=O)C1 (stereo unspecified)	101.0
CCOC1=C(N2CC2)C(=O)C(OCC)=C(N2CC2)C1=O	92.8
O=c1[nH][n+](-c2ncn[nH]2)no1	98.2
Fc1ccccc1C1CC(c2ccccc2Cl)=NN1c1ccc(-c2ccccc2)nn1 (stereo unspecified)	103.3
COc1ccc(-c2nc(-c3nc4cc(C)c(C)cc4[nH]3)cc3c2[nH]c2ccccc23)cc1	-31.9*
Nc1cc2[nH]c(=O)c3ccccc3c2cc1Br	125.0
CC1C(=O)C=CN2CC(c3ccc(F)cc3)=CCC12 (stereo unspecified)	110.4
CCOC(=O)c1ccc(O)c(OC)c1	100.5
Cc1cc(C)cc(NCCC#N)c1	84.9
COc1ccccc1NC(=O)C1CCC(=C2C(=O)OC(C)(C)OC2=O)N1C (stereo unspecified)	98.4
CCCCCCN(N=O)c1nc2c(c(=O)n(C)c(=O)n2C)n1C	103.1
CCCCCCN(CCCCCC)CC(O)c1ccc2c3c(cccc13)CC2 (stereo unspecified)	64.6
CCNC(=O)c1onc(-c2ccccc2)c1-c1cc(OC)c2c(c1OC)OCO2	104.7
COc1ccc([C@@H]2c3[nH]c4ccccc4c3C[C@@H]3C(=O)N(C4CCN(Cc5c(Cl)cccc5Cl)CC4)CC(=O)N23)c(OC)c1	106.5[6.25 µM]
Cc1ccncc1C(=O)O	106.3
COC(=O)[C@@H](C)C[C@H](Cc1ccccc1)NC(=O)c1nc([C@@H](C[C@H](C(C)C)N(C)C(=O)[C@@H](NC(=O)[C@H]2CCCN2C)C(C)C)OC(C)=O)sc1C	-33.5*
OCCSCCCCCCSCCO	97.8
Cn1cccc1-c1cc(-c2ccccc2F)c(C#N)c(=O)[nH]1	100.3
C=CCn1c(=O)c2cnc(Nc3ccc(N4CCN(C)CC4)cc3)nc2n1-c1cccc(C(C)(C)O)n1	-22.4*
Cc1nc2sc(C(=O)Nc3ccc(Br)cc3)c(N)c2cc1C(O)c1ccccc1 (stereo unspecified)	22.4
COc1ccc(NCc2cccn2Cc2ccccc2)cc1	105.9
ON=C(Cc1ccccc1)Cc1ccccc1	92.9
CCOC(=O)c1nn(C2CCCCO2)c2ccc(NC(=O)CN3CCCC3)cc12 (stereo unspecified)	97.4
CCOC(=O)c1cc(C(=O)c2ccc(OC)c(OC)c2)n2nc(-c3ccc(Cl)cc3)ccc12	90.0
CC1C(c2ccccc2)N1C (stereo unspecified)	81.8
Cc1ccc(C(=O)Nc2ccc(-c3nc(N4CCOCC4)c4c5c(sc4n3)CCCC5)cc2)cc1	70.8
Cc1ccc2c(c1)C(=O)/C(=C/c1c[nH]c3ccccc13)S2	14.9
COc1cc(C=Nc2oc(-c3ccccc3)c(-c3ccccc3)c2C#N)cc(CN2CCN(c3ccccc3)CC2)c1O	100.8
CCOC(=O)CC(SP1(=S)OCC2(CCCCO2)C(C2CCCCO2)O1)C(=O)OCC (stereo unspecified)	87.7
Nc1ccc(S(=O)(=O)c2ccc(N3CCOCC3)c(N)c2)cc1	121.0
COc1nc2ccccc2nc1NNC(=O)/C(C#N)=C/c1ccc(Cl)cc1Cl	99.7
CC(=O)c1sc(-c2cccc(C(F)(F)F)c2)cc1O	95.2

Among those listed so far, 2 have two or more sulfur atoms:
SMILES	HL-60(TB)
OCCSCCCCCCSCCO	97.8
CCOC(=O)CC(SP1(=S)OCC2(CCCCO2)C(C2CCCCO2)O1)C(=O)OCC (stereo unspecified)	87.7

Next part
SMILES	HL-60(TB)
C[C@]12CCC(=O)C[C@@H]1CC[C@@H]1[C@@H]2CC[C@]2(C)C(=O)CC[C@@H]12	104.8
C=C1CC[C@@H]2[C@](C)(COC(C)=O)[C@H](OC(C)=O)CC[C@@]2(C)[C@@H]1CC(Nc1ccc(S(=O)(=O)Nc2nccc(C)n2)cc1)C1=CCOC1=O (stereo partly specified)	-17.3*
NC(=O)c1c(NC(=O)c2cccs2)sc2c1CCC(=O)C2	2.7*
COc1ccccc1-c1cc(=O)c2c(OC)c(C=O)c(O)cc2o1	76.4
CSc1ncnc2c1cnn2-c1ccc(S(N)(=O)=O)cc1	69.7
COc1ccc(NC(=O)Cn2cc(COn3nnc4ccccc43)nn2)cc1	100.0
Clc1ccc(NC(Nc2ccc(Cl)cc2)C(Cl)(Cl)Cl)cc1	83.6&93.3
COc1ccc(NC(=O)Nc2ccc(OCc3ccccc3)cc2)cc1	83.4
CC(C)OC(=S)SSC(=S)OC(C)C	119.8&99.2
O=C(Nc1ccc(Nc2ccncc2)cc1)c1ccc(C(=O)Nc2ccc(Nc3ccncc3)cc2)cc1	23.0
Nc1nc(N)c2ccccc2n1	108.6
CN(C)CC(=O)c1ccc2cc(Br)c3ccccc3c2c1	53.4
CC(C)(C)OC(=O)N1C(=O)c2c(c3c4ccccc4[nH]c3c3ccc4ccccc4c23)C1=O	39.6
Cn1c(N)nc(N)c(NC=O)c1=O	79.1
COc1ccc(/C=C(\CC(=O)c2ccc(Cl)c(Cl)c2)C(=O)NCc2ccccc2)cc1	100.1
O=C(O)CCCCCCCCCCN1C(=O)/C(=C2/C(=O)N(CC(=O)O)c3ccc(Br)cc32)SC1=S	9.3*
C=C(CN=[N+]=[N-])[C@@H]1CC[C@]2(C(=O)OC)CC[C@]3(C)[C@H](CC[C@@H]4[C@@](C)(CCC#N)[C@H](C(=C)CN=[N+]=[N-])CC[C@]43C)[C@@H]12	65.8
Cn1c(=O)c2[nH]c(N/N=C/c3ccc(F)cc3)nc2n(C)c1=O	106.6&95.0
COc1ccc(/C=C2\SC(=S)NC2=O)cc1OC	62.6
O=[N+]([O-])c1c(F)cc(F)c([N+](=O)[O-])c1F	85.9
ONc1nc(NO)nc(N2CCOCC2)n1	98.5
CCCNC(=S)N/N=C(\C)c1ccccn1	-8.4*
COc1ccc(-c2nnc3n(C)c(=O)c4ccccc4n23)cc1O	-22.0*
O=C(CC(c1ccccc1)C(C(CC(=O)c1ccccc1)c1ccccc1)[N+](=O)[O-])c1ccccc1 (stereo unspecified)	134.6
NC(=O)c1ccccc1Cl	80.3
CN(C)c1ccc(O)c2c1C[C@H]1C[C@H]3[C@H](N(C)C)C(=O)C(C(N)=O)=C(O)[C@@]3(O)C(=O)C1=C2O	40.8
O=S(=O)(c1ccc(Br)cc1)N(c1cccc(F)c1)C1CCN(Cc2ccc(F)cc2)CC1	49.0
COc1cc(NC(C)CCCN)c2ncccc2c1Oc1ccc(Cl)cc1 (stereo unspecified)	94.8
COc1cc2c(cc1OC)C1=CCCCC1NC2=O (stereo unspecified)	95.2
CCCC(CNC(C)=O)(C1=CCCCC1)c1ccccc1 (stereo unspecified)	63.2
O=S1(=O)CCC(N(/N=C/c2ccco2)c2ccccc2)C1 (stereo unspecified)	100.1
COc1ccc(NC(=O)c2ccc(C(=O)Nc3ccc(OC)cc3)cc2)cc1	99.2
COC(=O)C1(CC(=O)c2ccc3ccccc3c2)NC(=S)NC(=O)C1C#N (stereo unspecified)	111.0
Cc1ccc(-c2cc(-c3cc(Cl)ccc3O)[nH]n2)cc1	53.2
COc1cc(NC(C)CCCN)c2ncccc2c1 (stereo unspecified)	97.7&93.9
Clc1ccc(-c2ccnc3c2c(-c2ccccc2)nn3-c2ccccc2)cc1	93.0
Clc1ccc2c(NCCCn3ccnc3)c3oc4ccccc4c3nc2c1	40.4
C/C(=N\NC(=O)c1ccncc1)c1ccccc1O	2.8*
Cn1c(-c2cccc(OC(F)(F)F)c2)cc(=O)c2cc(N3CCCC3)ccc21	65.2
CC1(C)[C@@H](O[C@@H]2OC[C@@H](O[C@@H]3O[C@H](CO)[C@@H](O)[C@H](O)[C@H]3O[C@@H]3OC[C@@H](O)[C@H](O)[C@H]3O)[C@H](O)[C@H]2O[C@@H]2O[C@H](CO)[C@@H](O)[C@H](O)[C@H]2O)CC[C@]2(C)[C@H]3CC[C@]45OC[C@@]6(CC[C@](C)(C=O)C[C@H]64)[C@H](O)C[C@@]5(C)[C@]3(C)CC[C@@H]12	-58.6*
O=C1NC(=S)NC(=O)C1=Cc1ccncc1	94.8
COc1ccc(OC)c([C@H]2c3[nH]c4ccccc4c3C[C@H]3C(=O)N(CCCCCCC(=O)NO)CC(=O)N23)c1	91.1
CCCCCCCCCCCCCCP(=O)(OC)OC	93.0
COc1ccc(Cn2nc3c(c2-c2cc(OC)c(OC)c(OC)c2)-c2oncc2CC3)cc1	54.4
CCCCCCCCCCCCCCCCCC(=O)NC[n+]1ccccc1	91.0
CCC(C)Cn1cnc2c(=S)nc(N)[nH]c21 (stereo unspecified)	108.5
COc1cc2nc(CCC(N)=O)c(CC(N)=O)cc2c(OC)c1OC	115.2
Cc1nn(-c2ccccc2)c2nc3nc(-c4cccnc4)nc(N)c3c(-c3ccc(Cl)cc3)c12	99.8
O=S(=O)(Nc1ccc(Cl)cc1)c1ccc(-c2nnc(C3CCCCC3)o2)cc1	97.8
CC(=O)Oc1cc([N+](=O)[O-])ccc1C#N	95.5
Nc1ncnc2c1c(-c1ccc(Oc3ccccc3)cc1)nn2CC1SSCC1O (stereo unspecified)	-25.9*
CCCCCCCCCCCCCCCCCCNC(=S)N=Nc1c(O)[nH]c2ccccc12	63.3
O=[N+]([O-])c1cccc(-c2nc3ccccc3s/c2=N/O)c1	57.9
OCC1(CO)COC(c2ccccc2)OC1	101.9
CC1(C)C/C(=C\c2cc(O)ccc2[N+](=O)[O-])C(=O)c2ccccc21	81.3
CCNc1ccc(Cc2ccc(NCC)c(C)c2)cc1C	51.6

Remaining list, next part.
SMILES	HL-60(TB)
COc1cccc(NC(=O)NCCNc2nccc(-c3c(-c4ccc(F)cc4)nc4sccn34)n2)c1	92.7
O=C(Oc1c(Cl)cc(Cl)cc1[N+](=O)[O-])Oc1c(Cl)cc(Cl)cc1[N+](=O)[O-]	103.9
NS(=O)(=O)c1ccc(Nc2nc(N/N=C/CCc3ccccc3)nc(Nc3ccccc3)n2)cc1	107.0
Clc1cccc(C2Cc3cnccc3-c3[nH]c4ccncc4c32)c1 (stereo unspecified)	25.3
O=C1CSC(c2cn(-c3ccccc3)nc2-c2cccc([N+](=O)[O-])c2)N1c1cccc(F)c1 (stereo unspecified)	98.9
O=C(CSc1nnc2n1N=C(c1ccccc1)CS2)c1ccccc1	87.4
COc1ccccc1NC(=O)OCC#CCOC(=O)Nc1ccccc1OC	64.8&85.4
C=C(C)[C@@H]1CC[C@]2(C(=O)N3CCN(C)CC3)CC[C@]3(C)[C@H](CC[C@@H]4[C@@]5(C)CC[C@H](OC(=O)c6ccccc6C(=O)O)C(C)(C)[C@@H]5CC[C@]43C)[C@@H]12	106.1
O=c1cc(N2CCNCC2)c2cc(F)ccc2[nH]1	99.5
COc1c2ccoc2c(/C=C/C=O)c2oc(-c3ccccc3)cc(=O)c12	7.7*
COc1cccc(C2CC(=O)Nc3c2cnn3Cc2ccco2)c1 (stereo unspecified)	125.0
CC1(C)Nc2cccc3c(N=Nc4ccc(N=Nc5ccccc5)c5ccccc45)ccc(c23)N1	86.1
C=CCn1c(SCC(=O)Nc2ccc(OC)cc2)nnc1-c1cc(-c2ccc(Cl)cc2)nc2ccccc12	59.3
CC(C)(C)OC(=O)CN1CCc2c(sc3ncnc(N/N=C/c4cccc(Br)c4)c23)C1	61.9
CC(=O)O[C@H]1CC[C@]2(C)[C@H]3CC[C@]4(C)[C@@H](C(C)=O)CC[C@H]4[C@@H]3C[C@@H]3O[C@@]32C1	98.2
CC1(C)COC(c2ccccc2Cl)OC1	92.8

The last three entries of the part above open the next one:
SMILES	HL-60(TB)
CC(C)(C)OC(=O)CN1CCc2c(sc3ncnc(N/N=C/c4cccc(Br)c4)c23)C1	61.9
CC(=O)O[C@H]1CC[C@]2(C)[C@H]3CC[C@]4(C)[C@@H](C(C)=O)CC[C@H]4[C@@H]3C[C@@H]3O[C@@]32C1	98.2
CC1(C)COC(c2ccccc2Cl)OC1	92.8
[2H]C1([2H])NC([2H])([2H])C([2H])(c2ccc(-n3cc4cccc(C(N)=O)c4n3)cc2)C([2H])([2H])C1([2H])[2H] (stereo unspecified)	89.3
Nc1c(C(=O)Nc2ccccc2Cl)sc2nc3c(cc12)C(=O)CCC3	67.1
COc1ccc(-c2cc(-c3ccc(OC)c(OC)c3)nc(SCCCCCCC(=O)NO)n2)cc1	42.8
O=C1Nc2cc(-c3ccc(NS(=O)(=O)c4ccc(-c5ccccc5)cc4)cc3)ccc2/C1=C/c1ccc[nH]1	31.0
O=[N+]([O-])c1ccc2c(c1)Cc1cc(Br)ccc1-2	104.2
CN(C)c1ccc(C2N(Cc3ccccc3)CCC3CCCCN32)cc1 (stereo unspecified)	102.5
N=C(N)c1ccc(-c2ccc(-c3cc(Cl)cc(Cl)c3)o2)o1	-64.0*
Cc1ccc2[nH]c(=O)cc(N/N=C\c3ccc(N(C)C)cc3)c2c1	96.8

Assay outcomes deposited in PubChem BioAssay by NCI.

An excerpt, so the mix of outcomes need not match the whole.
